Screens deposited in PubChem BioAssay by National Center for Advancing Translational Sciences (NCATS).
USP1 inh = Inhibitors of USP1/UAF1: Primary Screen. Ubiquitin carboxyl-terminal hydrolase 1 (Homo sapiens), O94782. recombinant USP1/UAF1, Ub-Rhodamine cleavage fluorescence. Potency, µM (doses to about 57.1 µM), without a hit: top-dose activity change, negative = inhibition, usual class: inhibitors. actives 0.23% (n = 390,000). AID 743255, 2014; note: potency is the fitted concentration of half-maximal effect; % is set by controls: 0 for no effect and ±100 for the full control effect; nearly all actives have a fitted effect of over 60% in size; inactives centre near -12
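Step one: compound is pinned into 1nM USP1/UAF1 in HEPES pH 7.8 buffer with TCEP. Step two: 15 min room-temperature incubation. Step three: Ub-Rho (150nM final) starts cleavage, tracked by fluorescence over six one-minute reads.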
Vif-A3G inh = qHTS for Inhibitors of Vif-A3G Interactions: qHTS; DNA dC->dU-editing enzyme APOBEC-3G (Homo sapiens), Q9HC16; actives 0.076% (n = 410,000); AID 602310, 2012; Potency, µM (highest dose often 46.1 µM), for the others: at the highest dose activity, negative = active, hits mostly inhibitors; HeLa A3G-eYFP + Vif (tagged APOBEC3G with the HIV-1 protein that degrades it), YFP fluorescence, overnight;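 note: potency is the fitted concentration of half-maximal effect; % is set by controls: 0 for no effect and ±100 for the full control effect; nearly all actives have a fitted effect of over 60% in size; hits raise eYFP signal because A3G escapes Vif-driven loss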
Target sequence (Q9HC16 whole entry, looked up): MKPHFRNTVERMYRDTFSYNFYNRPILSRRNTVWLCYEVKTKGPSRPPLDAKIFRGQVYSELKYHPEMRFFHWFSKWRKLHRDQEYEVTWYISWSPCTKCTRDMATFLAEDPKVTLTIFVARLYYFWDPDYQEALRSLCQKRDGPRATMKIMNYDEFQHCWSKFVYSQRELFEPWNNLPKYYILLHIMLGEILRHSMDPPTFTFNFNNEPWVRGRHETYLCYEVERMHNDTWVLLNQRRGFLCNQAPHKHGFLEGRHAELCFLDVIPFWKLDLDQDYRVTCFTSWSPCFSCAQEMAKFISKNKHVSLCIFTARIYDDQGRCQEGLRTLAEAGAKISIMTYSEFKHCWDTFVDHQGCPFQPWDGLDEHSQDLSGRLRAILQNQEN
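Read-out is eYFP fluorescence (Ex 488/Em 500-530) from Vif-expressing HeLa A3G-eYFP cells; more signal means A3G escaped Vif-mediated degradation. Cells plated overnight, compound pinned in, incubated overnight at 37 deg C.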
Glioma ERSR ind = qHTS for Inducers of the Endoplasmic Reticulum Stress Response (ERSR) in Human Glioma: qHTS | U87-MG GRP78 promoter luciferase reporter, 16 h | Potency, µM, for the others: at the highest dose activation, usual class: activators | actives 0.02% (n = 420,000) | AID 602332, 2012; note: potency is the fitted concentration of half-maximal effect; series mostly up to about 76 µM; % of control where 0% means no effect; nearly all actives have a fitted effect of over 35% in size
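Stably transfected U87-MG human glioma cells carrying a GRP78-based luminescent sensor were seeded at 1000 cells/well, pin-dosed with compounds and incubated 16 h. Luciferase reagent was then added, and end-point luminescence was read after 10 min at room temperature.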
Vif-A3F inh = qHTS for Inhibitors of Vif-A3F Interactions: qHTS; Potency, µM (highest dose often 46.1 µM), inactives show at the highest dose activity, negative = active; AID 602313, 2012; actives 0.2% (n = 390,000); HeLa A3F-eYFP + Vif (tagged APOBEC3F with the HIV-1 protein that degrades it), YFP fluorescence increase; note: potency is the fitted concentration of half-maximal effect; % of control where 0% means no effect; nearly all actives have a fitted effect of over 65% in size
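HeLa cells stably expressing Vif plus C-terminally eYFP-tagged A3F were seeded, incubated overnight at 37 deg C, dosed with compound, incubated overnight again at 37 deg C. Yellow fluorescence (Ex 488/Em 500-530) reported blocked Vif-mediated A3F-eYFP degradation.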
RXFP1 agonist = qHTS Assay for Agonists of the Relaxin Receptor RXFP1; Potency, µM (doses to about 57.5 µM), inactives show top-dose activation, usual class: activators; HEK293T-RXFP1 cAMP TR-FRET, 30 min; response scale: percent of porcine relaxin response, buffer zero; actives 0.3% (n = 370,000); Relaxin receptor 1 (Homo sapiens), Q9HBX9; note: potency is the fitted concentration of half-maximal effect; % is set by controls: 0 for no effect and ±100 for the full control effect; nearly all actives have a fitted effect of over 60% in size; many of its hits are not listed in these tables
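HEK293 cells stably expressing RXFP1, treated 30 min at 37C with compounds plus PDE4 inhibitor Ro 20174; cAMP measured by HTRF TR-FRET. Normalized to buffer and 29 nM porcine relaxin; EC50 by Hill fit.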
LDHA block = qHTS assay for inhibitors of human lactate dehydrogenase; L-lactate dehydrogenase A chain (Homo sapiens), P00338; activity change, % (values are at about 110 or 230 µM); AID 1347041, 2019; actives 0.15% (n = 480,000); purified LDHA, NADH/diaphorase-resazurin fluorescence; active compounds read low; in the data active = activity change below about -30%; inconclusive = mostly about -25% to -30%;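 note: plate controls were DMSO wells for no effect and wells without enzyme for full effect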
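Human LDH5 (2 nM) was incubated with 0.06 mM NADH and 0.2 mM pyruvate for 5 min at room temperature in Tris pH 7.4. Remaining NADH was coupled through diaphorase/resazurin, and resorufin fluorescence was read at 0 and 20 min.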
IDH1 R132H inh = qHTS for Inhibitors of mutant isocitrate dehydrogenase 1 (IDH1): qHTS | IDH1-R132H enzyme, NADPH consumption, diaphorase/resazurin fluorescence | actives 0.093% (n = 390,000) | Potency, µM (top dose mostly 76.6 µM), for inactives: at the top dose activity change, negative = inhibition, actives largely listed as inhibitors | Isocitrate dehydrogenase [NADP] cytoplasmic (Homo sapiens), O75874; note: potency is the fitted concentration of half-maximal effect; % is set by controls: 0 for no effect and ±100 for the full control effect; nearly all actives have a fitted effect of over 65% in size
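IDH1-R132H (0.5 ug/mL) preincubated 30 min with compound, then NADPH (0.016 mM) and alpha-KG (2 mM) added; 80 min at RT, pH 7.5. Remaining NADPH coupled via diaphorase/resazurin to fluorescence (540/590 nm); concentration-response curves normalized to no-enzyme control.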
PI4K2A block = qHTS for small molecular inhibitors of PI4K2A; Phosphatidylinositol 4-kinase type 2-alpha (Homo sapiens), Q9BTU6; purified PI4K2A, ADP-Glo luminescence, 1 h; active compounds read low; activity change, negative = inhibition, % at 76.9 µM; actives 0.13% (n = 420,000); AID 1346378, 2018; in the data active = activity change below about -50%; inconclusive = mostly about -30% to -49%;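 note: -100% = wells without enzyme as full effect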
Target sequence (Q9BTU6 whole entry, looked up): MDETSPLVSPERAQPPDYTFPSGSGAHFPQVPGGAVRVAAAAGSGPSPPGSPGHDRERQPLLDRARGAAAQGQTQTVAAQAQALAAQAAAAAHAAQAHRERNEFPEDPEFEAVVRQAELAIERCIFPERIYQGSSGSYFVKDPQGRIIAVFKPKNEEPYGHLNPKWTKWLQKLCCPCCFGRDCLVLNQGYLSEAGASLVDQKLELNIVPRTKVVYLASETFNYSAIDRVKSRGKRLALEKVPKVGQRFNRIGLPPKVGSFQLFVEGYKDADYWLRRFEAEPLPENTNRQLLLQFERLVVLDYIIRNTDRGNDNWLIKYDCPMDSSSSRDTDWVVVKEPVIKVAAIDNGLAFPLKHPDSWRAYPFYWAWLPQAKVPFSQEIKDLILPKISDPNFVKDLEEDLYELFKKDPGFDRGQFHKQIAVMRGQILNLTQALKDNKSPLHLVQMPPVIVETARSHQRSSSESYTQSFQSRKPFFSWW
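PI4K2A activity was measured by ADP-Glo luminescence: enzyme (4 ug/mL stock) and phosphatidylinositol (1.2 mM stock) in Tris pH 7.5/MgCl2/EGTA/Triton X-100 buffer were reacted with ATP (300 microM stock) for one hour at ambient temperature.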
TrxR1 substrate = qHTS Assay for Substrates of Mammalian Selenoprotein Thioredoxin Reductase 1 (TrxR1): qHTS; Thioredoxin reductase 1, cytoplasmic (Rattus norvegicus), O89049; purified TrxR1 substrate turnover, NADPH consumption readout; Potency, µM (doses to about 114 µM), for the others: at the top dose activity change, negative = substrate turnover; actives 0.01% (n = 390,000); AID 588456, 2011; note: potency is the fitted concentration of half-maximal effect; % is set by controls: 0 for no effect and ±100 for the full control effect; nearly all actives have a fitted effect of over 50% in size
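Rat TrxR1, dispensed at 90 nM, was prereduced with 400 uM NADPH (final) for 5 min at ~22 deg C, then incubated with compound 15 min before 400 uM selenite. A first-read NADPH fluorescence drop versus no-compound background flagged substrates.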
An asterisk follows results filed as active; ? = inconclusive; & = joins results of further samples; [ ] = another dose, or the depositor's remark. Unless noted, calls come from the whole dose curve; as a rule, active = well fitted curve in the direction sought with a large enough effect; inconclusive = small, poorly fitted or top-dose-only effect, or another doubt; inactive = no such curve, though single readings can be large; an effect the other way counts as inactive or inconclusive.

1) CC(NC(=O)c1ccccc1)C(=O)N/N=C/c1cccc([N+](=O)[O-])c1 (configuration not stated)
2) COC(=O)c1cc(NC(=O)CCc2c(C)nc3c4c(C)cc(C)nc4nn3c2C)cc(C(=O)OC)c1
3) Cc1sc2ncnc(OCC(=O)N3CCN(C(=O)c4ccco4)CC3)c2c1C
4) CCCN(CC(=O)Nc1ccccc1OC)C(=O)CN1C(=O)NC2(CCCCC2)C1=O
5) Cc1nnc(SCc2nc3ccccc3[nH]2)s1
6) O=C1C2C3C=CC(C3)C2C(=O)N1c1cccc(-c2nc3ccccc3o2)c1 (configuration not stated)
7) O=C(CSc1nc2ccccc2o1)NCc1ccc2c(c1)OCO2
8) Cc1ccc(S(=O)(=O)N2Cc3ccccc3CC2C(=O)Nn2cnnc2)cc1 (configuration not stated)
entry no.	1	2	3	4	5	6	7	8
USP1 inh	-18%	-3%	-2%	3%	-18%	-8%	-22%	-18%
Vif-A3G inh	-5%	3%	-3%	-4%	1%	-5%	0%	-1%
Glioma ERSR ind	9%	-3%	-3%	-4%	6%	-1%	2%	2%
Vif-A3F inh	13%	-6%	1%	-2%	-4%	-24%	6%	-2%
RXFP1 agonist	-0.2%	?	6.8%	0.3%	-0.3%	0.7%	2.6%	0.8%
LDHA block	-7	-12	-3	-1	-4	-4	1	0
IDH1 R132H inh	-5%	21%	3%	1%	12%	0%	14%	6%
PI4K2A block	-4	5	4	-9	4	0	-8	3
TrxR1 substrate	-3%[57.1 µM]	9%	0%	-7%	-1%	-3%	-7%[57.1 µM]	5%[57.1 µM]

9) CCCc1nc2oc3cc(OC)ccc3c(=O)c2c(=O)n1Cc1ccco1
10) Cc1ccc(C)c(Cn2nnc3c(=O)[nH]c(C4CCN(C(=O)c5cccs5)CC4)nc32)c1
11) CN(C(=O)CSc1nnc(-c2ccc3c(c2)OCO3)o1)C1CCS(=O)(=O)C1 (configuration not stated)
12) CCC(=O)Oc1ccc2c(C)cc(=O)oc2c1C
13) CC(C)(C)C(=O)Nc1ccc(S(=O)(=O)Nc2ccccn2)cc1
14) O=C(NCc1nnc2c(C(F)(F)F)cc(Cl)cn12)c1ccc2c(c1)OCO2
15) COc1ccc(-n2ncc3c(N(C)C4CCCCC4)ncnc32)cc1
16) CC1(C)C2CCC13CS(=O)(=O)NC3C2 (configuration not stated)
entry no.	9	10	11	12	13	14	15	16
USP1 inh	-5%	-13%	-9%	-18%	-21%	-18%	-12%	-15%
Vif-A3G inh	-5%	1%	3%	-4%	0%	-5%	0%	-1%
Glioma ERSR ind	-2%	1%	-5%	-6%	-3%	-1%	-9%	-2%
Vif-A3F inh	-9%	-2%	8%	-1%	8%	-8%	0%	-10%
RXFP1 agonist	3.1%	-0.7%	-0.7%	4.8%	-2.1%	?	2.9%	1.6%
LDHA block	-1	-4	-12	0	-4	3	-12	3
IDH1 R132H inh	-5%	-20%	2%	12%	8%	9%	6%	2%
PI4K2A block	?	4	-1	15	4	0	-3	2
TrxR1 substrate	-14%	-10%	9%	20%	7%[57.1 µM]	8%	13%	-6%[57.1 µM]

17) Cc1cnc(C(=O)N2CCCC(N3CCN(c4cccc(C(F)(F)F)c4)CC3)C2)cn1 (configuration not stated)
18) COc1ccc(-n2nc(C(=O)N(C)C)nc2-c2ccccc2)cc1
19) CCn1c(=NC(=O)c2ccc(S(=O)(=O)N3CCCC3)cc2)sc2cc(Br)ccc21
20) Cc1cc(C)cc(-n2c(SCC(=O)NC3CCCCC3)nc3c([nH]c4ccccc43)c2=O)c1
21) Nc1cc(=O)[nH]c(SCC(=O)Nc2ccc([N+](=O)[O-])cc2)n1
22) Cn1c(=O)c2c(nc(NC(Cc3ccccc3)C(=O)O)n2Cc2ccccc2)n(C)c1=O (configuration not stated)
23) COc1ccc(C2c3sc(=O)[nH]c3SC3C(=O)N(c4ccccc4)C(=O)C32)cc1 (configuration not stated)
24) Cc1ccc(CNC(=O)[C@H](C)N2C(=O)N3CCc4c([nH]c5ccccc45)[C@@]3(C)C2=O)cc1
entry no.	17	18	19	20	21	22	23	24
USP1 inh	-21%	-6%	-2%	-26%	-28%	-11%	-10%	-10%
Vif-A3G inh	3%	-2%	-3%	-6%	0%	-10%	0%	1%
Glioma ERSR ind	-2%	-3%	-2%	-5%	-4%	-5%	2%	-2%
Vif-A3F inh	-9%	7%	-8%	?	2%	3%	-7%	5%
RXFP1 agonist	-0.2%	0.1%	26%	0.1%	-0.6%	-1.3%	0.9%	2.2%
LDHA block	1	-4	-3	2	-6	-2	4	-3
IDH1 R132H inh	0%	-8%	-10%	9%	-8%	-15%	2%	-8%
PI4K2A block	-5	2	2	-1	-2	-12	1	3
TrxR1 substrate	-1%	-3%	11%	2%[57.1 µM]	-2%	1%[57.1 µM]	-3%	-2%

25) Cn1c(SCC(=O)NC(C)(C)C)nc(O)cc1=O
26) CSc1nnc(SCC(=O)N(C)c2c(N)n(Cc3ccccc3)c(=O)[nH]c2=O)s1
27) CCOc1ccc(NC(=O)Cn2nnc(-c3ccccc3F)n2)cc1
28) O=C(CCNS(=O)(=O)c1ccc2c(c1)CCN2C(=O)C1CC1)Nc1ccc(OC(F)(F)F)cc1
29) O=[N+]([O-])c1ccc(N/N=C/c2ccccc2)c(F)c1
30) CC(=O)NNC(=O)c1[nH]c2ccc(Br)cc2c1-c1ccccc1
31) CCc1cccc(NC(=O)Cn2c(=O)n(CC3CCC(C(=O)NCCc4ccccc4)CC3)c(=O)c3ccccc32)c1 (configuration not stated)
32) CSc1ccc2[nH]c(=O)cc(C)c2c1
entry no.	25	26	27	28	29	30	31	32
USP1 inh	-19%	-25%	-13%	-23%	-17%	-25%	-4%	0%
Vif-A3G inh	-4%	1%	1%	-1%	-10%	-10%	2%	-17%
Glioma ERSR ind	-3%	-3%	-2%	-3%	6%	1%	1%	-2%
Vif-A3F inh	1%	10%	1%	4%	?	1%	-10%	-1%
RXFP1 agonist	-1.7%	1.8%	0.5%	-0.1%	4.0%	6.7%	-0.6%	15%
LDHA block	5	-2	-1	4&-1	4	-1	-1	-8
IDH1 R132H inh	3%	4%	0%	-12%	4%	6%	-15%	5%
PI4K2A block	2	3	2	-3	-1	7	-7	-6
TrxR1 substrate	9%	-1%	-2%[57.1 µM]	2%[57.1 µM]	-4%	-2%	-4%	95%[activator]

33) CCCOc1ccc(NC(=O)c2c(-c3ccccc3)noc2C)cc1
34) Cc1ccccc1-c1nnc(SCC(=O)N(C)c2c(N)n(Cc3ccccc3)c(=O)[nH]c2=O)n1C
35) Cc1sc2nc(SCC(=O)OC(C)C)n(C)c(=O)c2c1C
36) COc1cccc(C(=O)Nn2c(C)nnc2-n2nc(C)cc2C)c1
37) COc1nc2ccc(C)cc2cc1-c1noc(-c2ccccc2)n1
entry no.	33	34	35	36	37
USP1 inh	-6%	-16%	-21%	-14%	-26%
Vif-A3G inh	2%	0%	-3%	0%	0%
Glioma ERSR ind	-2%	-5%	-4%	-2%	0%
Vif-A3F inh	-18%	0%	-8%	-5%	-12%
RXFP1 agonist	1.6%	0.1%	4.2%	1.2%	1.5%
LDHA block	-3	-3	-5	0	2&-3
IDH1 R132H inh	-7%	9%	1%	2%	1%
PI4K2A block	-2	6	4	-1	8
TrxR1 substrate	-15%	-2%	-11%	-2%	11%[57.1 µM]

Looked up one by one from the list above, four records:
13) CC(C)(C)C(=O)Nc1ccc(S(=O)(=O)Nc2ccccn2)cc1
34) Cc1ccccc1-c1nnc(SCC(=O)N(C)c2c(N)n(Cc3ccccc3)c(=O)[nH]c2=O)n1C
3) Cc1sc2ncnc(OCC(=O)N3CCN(C(=O)c4ccco4)CC3)c2c1C
6) O=C1C2C3C=CC(C3)C2C(=O)N1c1cccc(-c2nc3ccccc3o2)c1 (configuration not stated)
entry no.	13	34	3	6
USP1 inh	-21%	-16%	-2%	-8%
Vif-A3G inh	0%	0%	-3%	-5%
Glioma ERSR ind	-3%	-5%	-3%	-1%
Vif-A3F inh	8%	0%	1%	-24%
RXFP1 agonist	-2.1%	0.1%	6.8%	0.7%
LDHA block	-4	-3	-3	-4
IDH1 R132H inh	8%	9%	3%	0%
PI4K2A block	4	6	4	0
TrxR1 substrate	7%[57.1 µM]	-2%	0%	-3%

The list is partial; the hit share may differ from the screen's.
